# E-selectin induc – E-selectin induction in HUVECs, primary screen, imaging, HUVEC, immunofluorescence imaging, single point; P16581; activation, % at 7.58 µM; 0.37% of 260,000 active; normalized: neutral wells 0, TNF-alpha wells 100; AID 686992, 2013;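 active = mean E-selectin-positive cell signal at least 10% of the positive control, reached in at least 60% of replicates, without over 20% cell loss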;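 also: in these data hits start at about 27%; measured in HUVEC primary endothelial cells; signal is the percent of cells scored E-selectin positive by PE staining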
#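 assay system = HUVEC, human umbilical vein endothelial cells | input = 3,000 HUVEC seeded per well | medium = EGM-2 growth medium on 0.1% gelatin-coated wells | dosing = one compound dose added by pin transfer | signal = immunofluorescence imaging | read-out basis = % PE-positive cells | control set = TNF-alpha, DMSO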
# RAD52 anneal inh – RAD52 DNA annealing inhibitors, primary screen, biochemical, FRET, single point, set 2; recombinant RAD52 DNA annealing, FRET fluorescence; inhibition, % at 18.7 µM; 0.46% of 360,000 active; AID 651710, 2012;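 active = every replicate showing at least 50% inhibition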
# S100A4 MyoIIA – inhibitors of S100A4-myosin IIA peptide binding, primary screen, biochemical, fluorescence polarization, TAMRA-MyoIIA peptide; Protein S100-A4 (Homo sapiens), P26447; inhibition, % at 10.7 µM; 0.14% of 360,000 active;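 active = mean inhibition of at least 70% across replicates, with every replicate also reaching that level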
# Target sequence (P26447 whole entry, looked up): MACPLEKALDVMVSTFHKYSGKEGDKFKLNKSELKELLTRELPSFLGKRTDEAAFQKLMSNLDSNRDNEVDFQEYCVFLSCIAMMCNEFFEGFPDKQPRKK
#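 Test system – S100A4 monomer (human) · Compound – single-point compound testing · Schedule – 5 min incubation before reading · Probe or stimulus – TAMRA-labelled myosin IIA heavy-chain peptide probe, 5 nM · Benchmarks – neutral control DMSO, positive control TFP · Medium – Calcium-containing HEPES buffer, pH 7.2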
# ERAP1 HTS inh – human ERAP1 aminopeptidase inhibitors, primary screen, biochemical, single point, plate reader; Endoplasmic reticulum aminopeptidase 1 (Homo sapiens), Q9NZ08; recombinant ERAP1, Leu-AMC fluorescence, 60 min; inhibition, % at 10.7 µM; 0.15% of 340,000 active; AID 652197, 2013;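 active = mean replicate inhibition of at least 30%, or all replicates individually reaching that 30% level; inactive = mean below 30% and not every replicate reaching it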;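 also: 0% = neutral control wells and 100% = L-leucinethiol positive control wells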
# RAD54 branch – inhibitors of human RAD54 branch migration, primary screen, biochemical, fluorescence, single point. RAD54 Holliday junction branch migration, FAM/BHQ fluorescence. inhibition, % at 10.4 µM. 0.14% of 360,000 active;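 active = mean normalized replicate activity at least 40 and at least half of replicates scoring 40 or more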;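 also: 0% = median of neutral control wells and 100% = median of positive control wells; inhibitors cause a drop in the FAM fluorescence signal; in these data hits start at about 50%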
# Target sequence (Q92698 whole entry, looked up): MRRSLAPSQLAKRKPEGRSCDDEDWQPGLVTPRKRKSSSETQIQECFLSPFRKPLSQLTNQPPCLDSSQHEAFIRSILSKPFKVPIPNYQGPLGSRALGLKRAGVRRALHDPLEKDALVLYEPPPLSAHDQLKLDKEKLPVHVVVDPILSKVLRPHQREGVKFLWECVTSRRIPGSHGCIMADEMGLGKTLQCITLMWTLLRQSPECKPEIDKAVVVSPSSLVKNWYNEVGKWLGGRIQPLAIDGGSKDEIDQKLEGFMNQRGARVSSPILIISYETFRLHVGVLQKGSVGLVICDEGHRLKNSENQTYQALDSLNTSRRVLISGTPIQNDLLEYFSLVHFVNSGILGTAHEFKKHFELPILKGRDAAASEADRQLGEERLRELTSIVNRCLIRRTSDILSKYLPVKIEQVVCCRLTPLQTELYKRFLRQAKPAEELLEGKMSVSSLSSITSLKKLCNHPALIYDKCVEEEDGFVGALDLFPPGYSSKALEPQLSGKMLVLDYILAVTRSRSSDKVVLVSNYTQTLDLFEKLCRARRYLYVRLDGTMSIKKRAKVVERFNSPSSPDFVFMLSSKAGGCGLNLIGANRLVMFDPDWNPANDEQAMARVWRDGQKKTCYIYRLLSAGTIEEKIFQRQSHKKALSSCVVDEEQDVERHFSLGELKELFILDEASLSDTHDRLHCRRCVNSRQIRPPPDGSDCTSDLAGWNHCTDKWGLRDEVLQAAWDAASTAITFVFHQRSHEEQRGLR
# XiGFP reactiv – activators of inactive X chromosome reactivation, primary screen, imaging, XiGFP fibroblasts, GFP high-content imaging, set 2; 0.055% of 360,000 active; XiGFP mouse fibroblasts, % GFP-positive cells imaging, 3 d; cells co-treated with 5-aza-dC sensitizer; scaled so ellipticine positive control = 100%; activation, % at 7.58 µM;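 active = mean normalized replicate activation at least 10% and every replicate at or above 10%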;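 also: 0% = median of on-plate neutral control wells and 100% = ellipticine 6 µM median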
#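 assay system = SV40-immortalized XiGFP fibroblast cells, line 68-5-11 | buffer or medium = DMEM plus 5-aza-dC sensitizer | doses = single-point pinned compound dosing | times = 3-day compound exposure, then 15 min fixation at room temperature | benchmarks = positive control ellipticine, 6 µM final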
# esBAF inh – Bmi1 luciferase reporter increase in mESCs, primary screen, esBAF inhibitor project, mouse ES cells, Bmi1 luciferase knock-in, single point | 24 h; 100% = twice the neutral-well signal | reporter increase, % at 12.5 µM | 2% of 350,000 active | AID 602393, 2012; in the data active = activation above about 40%;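 also: 0% = median of the plate's neutral control wells and 100% = double that signal; a rise in the Bmi1 reporter signal indicates esBAF inhibition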
# ERp5 inh – inhibitors of ERp5-driven insulin aggregation, primary screen, biochemical, turbidity, absorbance 650 nm, single point | 0.05% of 350,000 active | AID 651711, 2012 | inhibition, % at 9.99 µM | Protein disulfide-isomerase A6 (Homo sapiens), Q15084 | 90 min;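 active = mean replicate inhibition above about 25%, with every replicate also reaching it, limit read from the data, passing the limit was not always enough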
# * marks the source's active call; other numbers are inactive results; . = no result given.
SMILES,E-selectin induc,RAD52 anneal inh,S100A4 MyoIIA,ERAP1 HTS inh,RAD54 branch,XiGFP reactiv,esBAF inh,ERp5 inh
CC(=O)Nc1ccc(S(=O)(=O)NC(C(=O)O)C(C)O)cc1 (centres undefined),-0.1,-4,0,5,.,0.3,.,5
C[C@H](CO)N1C[C@H](C)[C@H](CN(C)C(=O)Nc2ccccc2)Oc2ccc(NS(=O)(=O)c3cn(C)cn3)cc2C1=O,0.1,-8,7,-4,-3,-0.2,2,-6
COc1ccc(N(CC(=O)NCCSCc2ccco2)S(=O)(=O)c2ccc(C)cc2)cc1,8.2,-3,-5,0,.,0.3,.,1
CCOc1cc(C(=O)NC(=S)Nc2nc(C)cc(C)n2)cc(OCC)c1OCC,0.3,-12,-1,-3,-1,0.1,-3,2
CC(C)C(=O)OC1CCS(=O)(=O)c2sccc21 (centres undefined),.,-13,3,0,4,0.0,-9,-2
COc1ccccc1CNC(=O)C[C@@H]1C[C@H]2c3cc(NC(=O)CC4CC4)ccc3O[C@H]2[C@@H](CO)O1,-0.2,.,.,.,-12,-0.1,-3,.
O=C(COC(=O)c1cc([N+](=O)[O-])ccc1NCCO)c1ccccc1,.,-22,30,0,0,0.0,.,-3
CCCN1C[C@H](C)[C@@H](OC)CN(C)C(=O)c2ccc(NC(=O)C3CC3)cc2OC[C@H]1C,-0.2,9,2,3,2,-0.4,1,-4
CC(C)[C@@H](C)/C=C/[C@@H](C)[C@H]1CC[C@@H]2[C@]1(C)CCC1[C@]23C=C[C@]2(C[C@@H](O)CC[C@]12C)N(c1ncc(C(F)(F)F)cc1Cl)O3 (some centres undefined),-0.1,7,-11,-1,.,0.0,.,-3
CCCn1c(=N)n(CC(O)COc2ccc(C)cc2)c2ccccc21 (centres undefined),.,-2,-4,-3,.,0.0,-20,.
C/C=C/c1ccc([C@@H]2[C@H]3CN(C(=O)Nc4ccccc4F)CC(=O)N3[C@H]2CO)cc1,-0.1,9,15,0,.,0.0,.,-6
COc1cc(OC)c(C(=O)Nc2cccnc2)cc1OC,.,1,-4,-3,19,0.2,-8,3
COc1cc(OC)cc(C(=O)NCC(=O)Nc2ccc(C)c(Cl)c2)c1,0.1,0,-5,-1,-5,0.1,0,0
COc1ccc(/C(N)=N/OC(=O)c2ccc(C)c([N+](=O)[O-])c2)cc1,.,-11,8,3,-9,.,70*,1
O=C(O)CCC(=O)N1N=C(c2ccccc2)CC1c1cccs1 (centres undefined),0.1,-7,7,1,-8,1.7,-6,2
COc1ccc(NC(=O)CN(C)C(=O)CCNS(=O)(=O)c2ccc(Br)cc2)cc1,-0.2,-3,3,2,-1,0.1,-4,0
CC(/C=N/NC(=O)c1cc(C(C)C)[nH]n1)=C\c1ccccc1,.,-4,-2,-2,.,-0.1,.,3
CCN1CCN(CC(=O)Nc2c(OC)cccc2OC)CC1,-0.1,-3,-19,-1,-6,0.0,-3,0
COCCNC(=O)C(=O)NNS(=O)(=O)c1ccc2ccccc2c1,.,-9,-6,1,.,0.0,.,4
Cc1ccc(Cl)cc1NS(=O)(=O)Cc1ccccc1,.,-13,-4,-2,-3,0.0,-4,4
C[C@H]1CN([C@@H](C)CO)C(=O)c2cccc(NS(=O)(=O)c3cccs3)c2O[C@@H]1CN(C)C,0.2,22,47,0,14,0.1,-6,-2
CO[C@H]1CN(C)C(=O)c2cc(NS(C)(=O)=O)ccc2OC[C@H](C)N(Cc2nccs2)C[C@@H]1C,1.5,-4,5,2,-5,-0.2,-2,2
CCc1cc2c(SCC(=O)N3CCCC3=O)ncnc2s1,-0.4,-10,0,-2,7,0.1,-6,-3
CC(C)NC(=O)N1[C@@H](CO)[C@@H]2c3ccccc3N(C(=O)Nc3ccc(Cl)cc3)C[C@@H]21,0.8,-15,-3,0,0,0.2,23,1

# Single entries from above.
# `COCCNC(=O)C(=O)NNS(=O)(=O)c1ccc2ccccc2c1` in ERp5 inh reads 4
# `CC(/C=N/NC(=O)c1cc(C(C)C)[nH]n1)=C\c1ccccc1` in S100A4 MyoIIA reads -2
# `CCc1cc2c(SCC(=O)N3CCCC3=O)ncnc2s1` in S100A4 MyoIIA reads 0
# `CO[C@H]1CN(C)C(=O)c2cc(NS(C)(=O)=O)ccc2OC[C@H](C)N(Cc2nccs2)C[C@@H]1C` in esBAF inh reads -2

# Additional entries.
SMILES,E-selectin induc,RAD52 anneal inh,S100A4 MyoIIA,ERAP1 HTS inh,RAD54 branch,XiGFP reactiv,esBAF inh,ERp5 inh
C[C@H](CO)N1C[C@H](C)[C@@H](CN(C)Cc2ccc(C(F)(F)F)cc2)Oc2ccc(NS(=O)(=O)c3cccs3)cc2CC1=O,-0.8,-23,7,0,1,0.2,-4,12
O=C(CN1C(=O)c2cccnc2Oc2ccc(Cl)cc21)N1CCCC1,0.5,-7,2,-3,-2,0.4,1,3
COc1ccc2oc(=O)c(C(=O)N3CCN(C(=O)c4ccccc4)CC3)cc2c1,.,-1,4,-1,-4,0.2,0,3
COc1ccc(CCNC(=O)C2CCC(=O)N(CC3CCCCC3)C2)cc1 (centres undefined),-0.3,-11,-5,2,2,-0.1,.,5
O=C(Cn1cnnn1)Nc1cccc([N+](=O)[O-])c1,-2.1,-5,0,2,.,0.6,.,-1
CS(=O)(=O)c1ccc2nc(NC(=O)C3CC(=O)N(c4ccc(F)cc4)C3)sc2c1 (centres undefined),0.1,-23,-1,2,-6,0.0,.,-1
CC(C)c1c(C(=O)N/N=C/c2ccc(-c3ccccc3)cc2)nnn1-c1nonc1N,3.1,-4,-1,-2,-12,-0.1,-2,-7
COc1ccc(N2CCN(CCNC(=O)c3ccc4c(c3)[nH]c(=S)n3c5ccccc5nc43)CC2)cc1,.,-16,4,6,3,0.5,4,1
COc1ccc(OC)c(NC(=O)COC(=O)C2CCC2)c1,-0.2,2,-2,-3,-9,0.2,1,1
O=C(COC(=O)CCNS(=O)(=O)c1ccc(Cl)cc1)Nc1ccccc1OC(F)F,0.0,3,-1,-2,7,0.0,.,-10
CC(=O)Nc1ccc2c(c1)C(=O)N(C)[C@@H]1CC[C@@H](CC(=O)NC3CCCCC3)O[C@@H]1CO2,0.0,.,.,.,-24,0.2,-3,.
CCOC(=O)c1sc2nc(CC(=O)OC)nc(NCc3ccc(Cl)cc3)c2c1C,.,-10,3,0,5,.,15,-2

# 3 of the compounds above, with two lines to a compound:
# The line under a structure holds: E-selectin induc	RAD52 anneal inh	S100A4 MyoIIA	ERAP1 HTS inh	RAD54 branch	XiGFP reactiv	esBAF inh	ERp5 inh
COc1ccc(OC)c(NC(=O)COC(=O)C2CCC2)c1
 : -0.2	2	-2	-3	-9	0.2	1	1
O=C(COC(=O)c1cc([N+](=O)[O-])ccc1NCCO)c1ccccc1
 : .	-22	30	0	0	0.0	.	-3
C[C@H]1CN([C@@H](C)CO)C(=O)c2cccc(NS(=O)(=O)c3cccs3)c2O[C@@H]1CN(C)C
 : 0.2	22	47	0	14	0.1	-6	-2

# Later entries.
SMILES,E-selectin induc,RAD52 anneal inh,S100A4 MyoIIA,ERAP1 HTS inh,RAD54 branch,XiGFP reactiv,esBAF inh,ERp5 inh
O=C(Cn1cnc([N+](=O)[O-])n1)NCCc1ccccc1,.,-18,-3,1,.,0.1,.,3
C[C@H](CO)N1C[C@H](C)[C@H](CN(C)Cc2ccc(C(=O)O)cc2)OCCCC[C@H](C)Oc2ccc(NC(=O)c3ccccc3)cc2C1=O,1.0,-1,8,3,-7,0.0,-2,-5
OCc1ccnc2oc3ccccc3c12,9.4,-3,3,-1,.,0.4,.,2
CC(CN1CCOCC1)OC(=O)Cc1ccc(Cl)cc1 (centres undefined),-1.5,-9,4,4,.,-0.1,.,2
Cc1cc(C(=O)N/N=C/c2sc(N3CCOCC3)nc2-c2ccccc2)c(C)o1,.,-29,3,-5,.,0.0,10,-6
C=CCSc1nc2c(c(=O)[nH]c(=O)n2C)n1Cc1ccccc1,.,-10,-9,-3,-14,-0.1,-3,-1
O=C(CNC(=O)c1cccs1)NCC(=O)OCc1ccccc1Cl,.,-2,11,-1,-5,.,-3,-6
CCc1csc(N2[C@H](C#N)[C@@H](c3ccc(-c4cccc(F)c4)cc3)[C@@H]2CO)n1,-0.5,-76,-14,2,-10,0.6,-1,1
COc1ccc(C(C(=O)NCc2ccccc2)n2c(=O)c(-c3cc4ccccc4[nH]3)nc3ccccc32)cc1 (centres undefined),-0.1,-30,-18,-4,.,0.0,.,1
O=C(O)CCC(=O)Nc1cccc(-c2csc(-c3ccccc3)n2)c1,.,-20,-1,-1,.,0.0,.,-7
CC(=O)c1c[nH]c(C(=O)Nc2ccc(N3CCCCCC3)cc2)c1,.,3,-4,-2,0,0.0,-20,-3
CCN(CC(=O)NCc1ccc(F)cc1)CC(=O)Nc1cc(S(=O)(=O)N(C)C)ccc1C,-0.2,-25,-5,-2,.,0.4,-1,-1
C=CCN1CC(COCCCC)Oc2ccc(Cl)cc2S1(=O)=O (centres undefined),.,-4,-3,-3,.,0.3,.,-4
COCCNC(=O)C(c1c[nH]c2ccccc12)N(C(=O)c1snc(C(N)=O)c1N)c1cccc(OC)c1 (centres undefined),4.5,-19,6,0,.,0.0,.,-3
CCN(CC)S(=O)(=O)c1ccc(C(=O)NCC2CCCCC2)cc1,0.4,-15,0,1,3,0.0,10,-1
COc1ccc2c3c([nH]c2c1)[C@@H](CO)N(C(=O)Nc1ccccc1F)CC31CCN(C(=O)C2CC2)CC1,-0.3,10,2,2,.,0.3,.,-5
CCN(CC)C(=O)C1=C(C)N(Cc2ccccc2)C(=O)C(CC(=O)NCCCCc2ccccc2)C1 (centres undefined),0.1,2,-13,-2,5,-0.1,-7,1
O=C(Nc1ccc2c(c1)[C@H]1C[C@@H](CC(=O)N3CCc4ccccc4C3)O[C@@H](CO)[C@H]1O2)C1CCOCC1,0.7,13,7,0,6,0.4,-6,0
CCOc1ccc(CCNc2nc3ccccc3n3cnnc23)cc1OCC,0.2,-22,-6,0,-1,0.0,11,0
Cc1c(NC(=O)CN(c2ccc(F)cc2)S(=O)(=O)c2ccccc2)c(=O)n(-c2ccccc2)n1C,.,-6,2,1,-14,0.0,.,1
Cc1noc(C)c1S(=O)(=O)Nc1ccc2c(c1)C(=O)N([C@@H](C)CO)C[C@H](C)[C@@H](CN(C)C(=O)Nc1ccc3c(c1)OCO3)OCCCC[C@@H](C)O2,-0.4,-15,-21,0,2,0.0,-2,0
CN(C)C(=O)c1coc2nc3ccccc3nc12,0.6,-20,-8,3,.,0.0,.,3
O=C(NCCCN1CCCC1=O)C1CCCO1 (centres undefined),-0.2,-10,-1,-1,5,0.0,-2,1
COc1cc2c(cc1NC(=O)CSc1cccc[n+]1[O-])oc1ccccc12,0.4,-61,-1,-1,.,0.0,.,0
O=C(O)C1C2C=CC(C2)C1C(=O)NCc1cccs1 (centres undefined),.,-18,-4,8,0,-0.1,-5,-7
C[C@H](CO)N1C[C@H](C)[C@H](CN(C)Cc2ccc(F)cc2)Oc2ncc(C#CCN(C)C)cc2C1=O,-0.6,-1,30,-1,-1,0.7,-5,-7
CN(C)S(=O)(=O)N(CC(=O)Nc1ccc(S(=O)(=O)N2CCCC2)cc1)c1ccccc1,0.3,-5,1,-2,2,0.1,-5,-1

# Source: PubChem (Broad Institute)
